Screening data as filed in PubChem.
TR SRC2 fluor cs: alters Texas Red total fluorescence, flagging assay interference; TRb/SRC2 Texas Red total fluorescence interference; Potency, µM (highest dose often 106 µM), for the others: top-dose fluorescence change, negative = quenching; actives 0.29% (n = 280,000); active = well fitted curve in either direction with a large enough effect; inconclusive = small, poorly fitted or top-dose-only effect; note: potency is the fitted concentration of half-maximal effect; % is set by controls: 0 for no effect and ±100 for the full control effect
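Human TRb ligand-binding domain at 0.6 uM with 20 nM Texas Red SRC2 peptide in Tris buffer containing 1 uM T3 and 5% DMSO, incubated with compound 5 h at ambient temperature. Total fluorescence (555/632 nm) calculated as parallel + 2 × perpendicular.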
GLA spleen mod: alpha-galactosidase A (human) modulation; P06280; human spleen homogenate, 4MU-alpha-Gal fluorescence, 40 min; Potency, µM (highest dose often 80 µM), for the others: at the top dose activity change, negative = inhibition, hits mostly inhibitors; actives 0.008% (n = 240,000); AID 2107;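 note: potency is the fitted concentration of half-maximal effect; 0% = enzyme with vehicle and -100% = no enzyme basal signal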
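Human spleen homogenate (1 ug) was the enzyme source, with 4-methylumbelliferyl-alpha-D-galactopyranoside (1 mM final) in pH 5.0 citrate buffer with 0.01% Tween-20. Compounds were titrated; after 40 min at 37C, NaOH/glycine stop, 4-MU fluorescence read; AC50 from Hill fits.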
NPSR antagonist: neuropeptide S receptor (human) antagonism, cAMP | CHO-NPSR cells, cAMP TR-FRET, antagonist mode | Potency, µM (highest dose often 38.3 µM), without a hit: at the highest dose activity change, negative = inhibition, hits mostly inhibitors | actives 1% (n = 220,000); note: potency is the fitted concentration of half-maximal effect; % is set by controls: 0 for no effect and ±100 for the full control effect; nearly all actives have a fitted effect of over 50% in size; many of its hits are not listed in these tables
Target sequence (Q6W5P4 whole entry, looked up): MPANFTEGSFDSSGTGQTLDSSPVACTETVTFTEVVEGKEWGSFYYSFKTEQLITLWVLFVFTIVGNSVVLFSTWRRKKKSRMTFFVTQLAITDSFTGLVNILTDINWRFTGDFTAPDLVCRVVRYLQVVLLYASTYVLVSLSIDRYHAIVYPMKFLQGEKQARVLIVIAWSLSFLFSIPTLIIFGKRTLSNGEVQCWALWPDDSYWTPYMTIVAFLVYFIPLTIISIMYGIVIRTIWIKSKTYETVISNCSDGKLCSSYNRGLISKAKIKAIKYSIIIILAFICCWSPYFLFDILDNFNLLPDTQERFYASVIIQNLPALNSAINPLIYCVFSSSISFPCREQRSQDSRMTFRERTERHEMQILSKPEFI
Epigenetic reg: derepresses silenced GFP reporter in murine cells. murine LDR cells, GFP reporter derepression, 30 h. Potency, µM (doses to about 53.9 µM), for the others: at the highest dose GFP activation, usual class: activators. actives 0.2% (n = 280,000). AID 1865; note: potency is the fitted concentration of half-maximal effect; % of control where 0% means no effect; nearly all actives have a fitted effect of over 60% in size
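Murine LDR cells carrying a silenced, genomically integrated CMV-driven GFP reporter were exposed to compound for 30 hours at 37 C. After PBS washes, GFP-positive cells (20–120 um objects) were counted by laser-scanning microplate cytometry.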
TRb SRC2 PPI: TRbeta-SRC2 interaction inhibition | P10828 | Potency, µM (titrated, usually from 106 µM), for the others: at the top dose activity change, negative = inhibition, usual class: inhibitors | TRbeta-SRC2 peptide binding, fluorescence polarization; receptor liganded with 1 µM T3 | actives 0.065% (n = 280,000) | AID 1469;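 note: potency is the fitted concentration of half-maximal effect; plate controls were bound peptide for no effect and peptide without receptor for full effect; nearly all actives have a fitted effect of over 50% in size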
Target sequence (P10828 whole entry, looked up): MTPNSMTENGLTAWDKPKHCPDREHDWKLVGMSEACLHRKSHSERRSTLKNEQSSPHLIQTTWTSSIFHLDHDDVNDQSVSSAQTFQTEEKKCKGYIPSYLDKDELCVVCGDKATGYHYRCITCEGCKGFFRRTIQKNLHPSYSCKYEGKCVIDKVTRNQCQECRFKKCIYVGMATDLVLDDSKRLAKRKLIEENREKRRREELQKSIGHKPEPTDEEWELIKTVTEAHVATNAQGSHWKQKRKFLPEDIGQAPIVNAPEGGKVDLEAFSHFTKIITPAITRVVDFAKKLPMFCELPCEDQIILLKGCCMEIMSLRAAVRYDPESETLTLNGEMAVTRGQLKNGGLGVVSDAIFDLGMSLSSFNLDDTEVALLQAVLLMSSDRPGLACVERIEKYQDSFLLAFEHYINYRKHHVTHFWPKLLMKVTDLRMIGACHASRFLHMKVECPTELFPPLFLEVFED
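Polarization signal, normalized between peptide-alone and full complex controls, measured compound effects on T3-liganded human TRb LBD (0.6 uM) binding 20 nM Texas Red SRC2 peptide after 5 hr.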
CBFb-RUNX1 inh: blocks binding between human CBF-beta and RUNX1; Q01196+Q13951; AlphaScreen CBFb-His/RUNX1-biotin binding, biochemical; Potency, µM (top dose mostly 59.8 µM), for inactives: top-dose activity, negative = inhibition, actives largely listed as inhibitors; 230,000 tested, under 10 active; AID 1477; note: % of control where 0% means no effect
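Bead-based AlphaScreen assay; binding partners His-tagged CBF-beta and biotinylated RUNX1 at 30 nM each. Compound exposure 15 min after a 20-min protein preincubation; bead step 90 min; all steps at room temperature.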
Tau FP inhib: inhibitors of human tau fibril formation | P10636 | AID 1468 | actives 0.39% (n = 280,000) | K18 P301L tau heparin fibrillization, Alexa594 FP, 6 h | Potency, µM (series often up to 57.7 µM), for inactives: at the top dose activity, negative = inhibition, usual class: inhibitors; note: potency is the fitted concentration of half-maximal effect; % is set by controls: 0 for no effect and ±100 for the full control effect; nearly all actives have a fitted effect of over 55% in size
Target sequence (P10636 561-689 P618L limits assumed): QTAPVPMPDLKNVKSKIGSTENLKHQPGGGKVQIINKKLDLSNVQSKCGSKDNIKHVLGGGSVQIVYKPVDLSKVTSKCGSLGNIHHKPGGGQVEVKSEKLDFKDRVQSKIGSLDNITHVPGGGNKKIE
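Read-out: fluorescence polarization of Alexa 594-labeled tau (0.24 uM), 555 nm excitation, 632 nm emission. Mixtures held 15 uM unlabeled K18 P301L, compound and 20 uM heparin, pH 7 acetate buffer, incubated 6 hr at 37 C.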
Tau fluor counter: counter-screen for tau fibril formation inhibitors; tau K18 P301L (four-repeat tau fragment) Alexa594 fluorescence, heparin fibrillization; Potency, µM (top dose mostly 57.7 µM), for inactives: at the highest dose activity change, negative = decrease; actives 0.93% (n = 280,000); note: potency is the fitted concentration of half-maximal effect; % is set by controls: 0 for no effect and ±100 for the full control effect; nearly all actives have a fitted effect of over 55% in size
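Human K18 P301L tau (15 uM unlabeled plus 0.24 uM Alexa 594-labeled, final) in 100 mM sodium acetate pH 7 was mixed with compound and 20 uM heparin and incubated 6 hr at 37 C.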
Numbers without * were called inactive; [ ] = dose if it differs, or a comment. Unless noted, calls come from the whole dose curve; as a rule, active = well fitted curve in the direction sought with a large enough effect; inconclusive = small, poorly fitted or top-dose-only effect, or another doubt; inactive = no such curve, though single readings can be large; an effect the other way counts as inactive or inconclusive.

The opening two compounds as a preview:
Results for COc1ccc(Cl)cc1C(=O)NNC(=O)C1COc2ccccc2O1 (stereo not given) ?
TR SRC2 fluor cs: -2.9%; GLA spleen mod: 6.5%; NPSR antagonist: 0.8%; Epigenetic reg: 2.5%; TRb SRC2 PPI: 5.1%; CBFb-RUNX1 inh: 6.5%; Tau FP inhib: -9.1%; Tau fluor counter: -7.6%

What do the screens show for `COc1ccccc1NC(=O)C(O)C(O)C(=O)Nc1ccccc1OC` (stereo not given)?
TR SRC2 fluor cs: 2.1%; GLA spleen mod: 0.9%; NPSR antagonist: -9.4%[46.1 µM]; Epigenetic reg: 0.0%; TRb SRC2 PPI: 2.1%; CBFb-RUNX1 inh: 5.9%; Tau FP inhib: 5.1%; Tau fluor counter: 6.8%

This part in full, from the first entry:
Results for COc1ccc(Cl)cc1C(=O)NNC(=O)C1COc2ccccc2O1 (stereo not given) ?
TR SRC2 fluor cs: -2.9%; GLA spleen mod: 6.5%; NPSR antagonist: 0.8%; Epigenetic reg: 2.5%; TRb SRC2 PPI: 5.1%; CBFb-RUNX1 inh: 6.5%; Tau FP inhib: -9.1%; Tau fluor counter: -7.6%

What do the screens show for `COc1ccccc1NC(=O)C(O)C(O)C(=O)Nc1ccccc1OC` (stereo not given)?
TR SRC2 fluor cs: 2.1%; GLA spleen mod: 0.9%; NPSR antagonist: -9.4%[46.1 µM]; Epigenetic reg: 0.0%; TRb SRC2 PPI: 2.1%; CBFb-RUNX1 inh: 5.9%; Tau FP inhib: 5.1%; Tau fluor counter: 6.8%

Results for Cc1nn(Cc2ccc(C(=O)NC3CCCCC3)o2)c(C)c1Br ?
TR SRC2 fluor cs: -3.3%; GLA spleen mod: 1.7%; NPSR antagonist: inconclusive; Epigenetic reg: -1.1%; TRb SRC2 PPI: -4.9%; CBFb-RUNX1 inh: 6.0%; Tau FP inhib: 4.5%; Tau fluor counter: -4.0%

What do the screens show for `Cc1nn(C)c(Oc2cccc(Cl)c2)c1C#N`?
TR SRC2 fluor cs: -2.3%; GLA spleen mod: -0.6%; NPSR antagonist: 8.1%; Epigenetic reg: 5.9%; TRb SRC2 PPI: 1.5%; CBFb-RUNX1 inh: -6.6%; Tau FP inhib: -3.7%; Tau fluor counter: -6.1%

What do the screens show for `O=C1CC(N2CCN(C/C=C/c3ccccc3)CC2)C(=O)N1Cc1ccc(N2CCCC2=O)cc1` (stereo not given)?
TR SRC2 fluor cs: -5.5%; GLA spleen mod: 7.2%; NPSR antagonist: -7.6%[46.1 µM]; Epigenetic reg: 1.5%; TRb SRC2 PPI: -1.9%; CBFb-RUNX1 inh: -3.5%; Tau FP inhib: -3.3%; Tau fluor counter: 1.5%

How did Cn1c(CN2CCCCC2)nc2cc(NS(=O)(=O)c3ccc(Cl)cc3)ccc21 do in these assays?
TR SRC2 fluor cs: 1.4%; GLA spleen mod: 8.4%; NPSR antagonist: -13.4%[46.1 µM]; Epigenetic reg: -1.1%; TRb SRC2 PPI: 0.3%; CBFb-RUNX1 inh: -8.7%; Tau FP inhib: 3.1%; Tau fluor counter: 1.6%

Results for N#C/C(=C\c1ccc([N+](=O)[O-])cc1)C(=O)NCCCn1ccnc1 ?
TR SRC2 fluor cs: -2.2%; GLA spleen mod: 13.7%; NPSR antagonist: -19.2%; Epigenetic reg: -0.9%; TRb SRC2 PPI: 6.1%; CBFb-RUNX1 inh: 3.5%; Tau FP inhib: 10.5%; Tau fluor counter: -1.5%

How did COc1ccc(C2C(C(=O)Nc3ccc(C)cc3C)=C(C)Nc3nc(SC)nn32)cc1OC (stereo not given) do in these assays?
TR SRC2 fluor cs: -0.1%; Epigenetic reg: -1.8%; TRb SRC2 PPI: -3.4%; Tau FP inhib: -1.0%; Tau fluor counter: 1.0%

Results for COc1cccc(CNC(=O)Cc2c(C)c3cc4c(C)coc4cc3oc2=O)c1 ?
TR SRC2 fluor cs: -1.3%; Epigenetic reg: 3.0%; TRb SRC2 PPI: -1.5%; Tau FP inhib: -15.8%; Tau fluor counter: -4.6%

Results for CC(NC(=O)CSc1nnc(CC(=O)Nc2ccc(Cl)c(Cl)c2)n1C)c1ccccc1 (stereo not given) ?
TR SRC2 fluor cs: 2.4%; GLA spleen mod: -5.5%; NPSR antagonist: -21.6%[46.1 µM]; Epigenetic reg: 0.7%; TRb SRC2 PPI: -4.0%; CBFb-RUNX1 inh: 0.0%; Tau FP inhib: -19.0%; Tau fluor counter: -22.2%

How did CN(C)NC(=S)NC1CCS(=O)(=O)C1 (stereo not given) do in these assays?
TR SRC2 fluor cs: -6.1%; GLA spleen mod: -9.6%; NPSR antagonist: 3.1%; Epigenetic reg: 3.0%; TRb SRC2 PPI: -1.6%; CBFb-RUNX1 inh: 7.5%; Tau FP inhib: -2.7%; Tau fluor counter: -8.4%

Results for CCCn1nc(Oc2nc(NC(C)C)nc(N(C)C)n2)ccc1=O ?
TR SRC2 fluor cs: -2.2%; GLA spleen mod: 0.8%; NPSR antagonist: 6.2%; Epigenetic reg: -1.1%; TRb SRC2 PPI: -7.1%; CBFb-RUNX1 inh: -3.6%; Tau FP inhib: 9.6%; Tau fluor counter: 5.5%

Results for Cc1cccc(C)c1OCc1nnc2c3cnn(C)c3ncn12 ?
TR SRC2 fluor cs: -4.9%; GLA spleen mod: 23.2%; NPSR antagonist: inconclusive; Epigenetic reg: -1.1%; TRb SRC2 PPI: -26.9%; CBFb-RUNX1 inh: -7.7%; Tau FP inhib: 1.9%; Tau fluor counter: -8.0%

What do the screens show for `COc1cccc(-n2c(=O)c3sc4ccccc4c3n(CC(=O)Nc3ccccc3C)c2=O)c1`?
TR SRC2 fluor cs: 0.4%; Epigenetic reg: 8.7%; TRb SRC2 PPI: -6.8%; Tau FP inhib: -15.2%; Tau fluor counter: 4.1%

What do the screens show for `CCC1(C)Cc2c(sc(NC(=O)CCC(=O)O)c2C#N)CO1` (stereo not given)?
TR SRC2 fluor cs: 1.3%; GLA spleen mod: 2.8%; NPSR antagonist: 4.5%[46.1 µM]; Epigenetic reg: -1.1%; TRb SRC2 PPI: -1.4%; CBFb-RUNX1 inh: 0.6%; Tau FP inhib: 12.4%; Tau fluor counter: -0.4%

How did Cc1cc(C)cc(OCC(=O)N2N=C(c3cccnc3)CC2(O)C(F)(F)F)c1 (stereo not given) do in these assays?
TR SRC2 fluor cs: -1.9%; GLA spleen mod: 0.4%; NPSR antagonist: 2.3%; Epigenetic reg: 0.9%; TRb SRC2 PPI: -3.5%; CBFb-RUNX1 inh: 1.4%; Tau FP inhib: 7.7%; Tau fluor counter: -12.6%

How did CC12CN3CC(C)(CN(C1)C31C(=O)N(Cc3ccccc3)c3ccccc31)C2=O (stereo not given) do in these assays?
TR SRC2 fluor cs: -5.4%; GLA spleen mod: 4.0%; NPSR antagonist: -13.0%[46.1 µM]; Epigenetic reg: -1.0%; TRb SRC2 PPI: -1.4%; CBFb-RUNX1 inh: 1.6%; Tau FP inhib: -2.9%; Tau fluor counter: 3.9%

What do the screens show for `Cc1onc(-c2ccccc2)c1C(=O)N/N=C(\N)COc1ccc(Cl)cc1`?
TR SRC2 fluor cs: -1.3%; GLA spleen mod: 5.4%; NPSR antagonist: 1.1%[46.1 µM]; Epigenetic reg: 0.9%; TRb SRC2 PPI: -16.9%; CBFb-RUNX1 inh: -3.0%; Tau FP inhib: 1.0%; Tau fluor counter: -18.7%

How did CCOc1ccc(N(C(=O)C2CCCO2)C2C=CS(=O)(=O)C2)cc1 (stereo not given) do in these assays?
TR SRC2 fluor cs: -1.2%; GLA spleen mod: 2.5%; NPSR antagonist: 1.6%; Epigenetic reg: -2.3%; TRb SRC2 PPI: 3.9%; CBFb-RUNX1 inh: 13.0%; Tau FP inhib: 0.5%; Tau fluor counter: 9.0%

How did N#Cc1nc(-c2ccco2)oc1NCCCn1ccnc1 do in these assays?
TR SRC2 fluor cs: -0.8%; GLA spleen mod: 14.0%; NPSR antagonist: -14.3%[46.1 µM]; Epigenetic reg: -2.0%; TRb SRC2 PPI: -7.0%; CBFb-RUNX1 inh: -9.5%; Tau FP inhib: -4.9%; Tau fluor counter: 3.8%

Results for COc1ccc(-c2[nH]ncc2CN2CCC(C(=O)N3CCOCC3)CC2)c(F)c1 ?
TR SRC2 fluor cs: -4.8%; GLA spleen mod: -8.0%; NPSR antagonist: -9.4%; Epigenetic reg: 0.0%; TRb SRC2 PPI: 2.4%; CBFb-RUNX1 inh: 7.0%; Tau FP inhib: 3.2%; Tau fluor counter: -2.1%

How did COc1ccc(CNc2ncnc3c2nnn3C)cc1 do in these assays?
TR SRC2 fluor cs: 0.7%; Epigenetic reg: 0.0%; TRb SRC2 PPI: 1.3%; Tau FP inhib: -5.5%; Tau fluor counter: -0.5%

How did CC(CN1CCCCC1)OC(=O)C1c2ccccc2Oc2ccccc21 (stereo not given) do in these assays?
TR SRC2 fluor cs: -1.1%; GLA spleen mod: -2.9%; NPSR antagonist: 22.0%[46.1 µM]; Epigenetic reg: -1.0%; TRb SRC2 PPI: -3.0%; CBFb-RUNX1 inh: 0.3%; Tau FP inhib: -1.0%; Tau fluor counter: -7.5%

How did CCCCN1C(=O)C(O)(CC(=O)c2ccc(C)cc2C)c2cc(Br)ccc21 (stereo not given) do in these assays?
TR SRC2 fluor cs: -2.1%; Epigenetic reg: 2.3%; TRb SRC2 PPI: 1.0%; Tau FP inhib: 6.0%; Tau fluor counter: -16.8%

How did Cc1nc2c(c(C)c1CCC(=O)Nc1cccc(C(F)(F)F)c1)c(=O)n(C)c(=O)n2C do in these assays?
TR SRC2 fluor cs: -1.6%; Epigenetic reg: 0.0%; TRb SRC2 PPI: -5.8%; Tau FP inhib: inconclusive; Tau fluor counter: -20.7%

Results for Cc1ccc(CNC(=O)CCC(=O)N2Cc3ccccc3Oc3ncccc32)cc1 ?
TR SRC2 fluor cs: 0.4%; Epigenetic reg: 0.0%; TRb SRC2 PPI: 1.7%; Tau FP inhib: -3.6%; Tau fluor counter: 1.5%

What do the screens show for `Cc1cc(C)n(C(C)CC(=O)Nc2ccc(C)c(N(C)C)c2)n1` (stereo not given)?
TR SRC2 fluor cs: 1.2%; Epigenetic reg: 2.9%; TRb SRC2 PPI: -10.3%; Tau FP inhib: 2.7%; Tau fluor counter: -6.1%

Not all compounds are listed, so the mix of outcomes need not match the whole.
